Screening results (PubChem)
Cycloheximide cs – counter-screen for Shiga toxin inhibitors: cycloheximide protein synthesis inhibition; cell reporter, cycloheximide protein synthesis inhibition counterscreen; max response, %; hit rate 12% among 300,000; AID 2314; in the data active = max response mostly above about 13%, no sharp cut-off; inactive = mostly below about 14%; also: read at 38.3 µM for the half of the compounds with a filed dose; 0% is about no effect
Tb PYK inh – blocks Trypanosoma brucei pyruvate kinase. Q57TT1. TbPYK enzyme, Kinase-Glo Plus ATP luminescence, 45 min. Potency, µM (titrated, usually from 76.8 µM), without a hit: top-dose activity, negative = inhibition, most hits filed as inhibitors. hit rate 0.12% among 410,000. AID 624173; also: potency is read from the fitted curve at half-maximal effect; % is scaled to controls: 0 for no effect and ±100 for the full control effect; nearly all actives have a fitted effect of over 50% in size
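Screened from lowest to highest concentration, compounds were pinned into TbPYK/substrate mixtures, and ADP (130 uM final) was added. Plates sat at room temperature for 45 min prior to Kinase-Glo Plus detection by luminescence.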
HCV inhibitor – HCV inhibition; Huh7.5.1 HCVcc-Cre infection, luciferase reporter, 44 h; Potency, µM (titrated, usually from 41.8 µM), inactives show top-dose activity change, negative = inhibition, hits mostly inhibitors; hit rate 3.4% among 340,000; AID 651820; also: potency is read from the fitted curve at half-maximal effect; % is scaled to controls: 0 for no effect and ±100 for the full control effect
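Infectious HCVcc-Cre (~0.5 moi) was added to cells just after compound, with cells seeded 4 h earlier at 1,000 per well. Luciferase activity after 44 h culture reported infection; substrate was incubated 15 min at room temperature before reading.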
Pf growth 96h – P. falciparum growth inhibition at 96 hour, primary screen for plastid delayed-death inhibitors; P. falciparum luciferase reporter growth, 96 h; Potency, µM (series often up to 28.7 µM), for inactives: top-dose activity change, negative = inhibition, actives largely listed as inhibitors; hit rate 6.9% among 320,000; AID 504834; also: potency is read from the fitted curve at half-maximal effect; % is scaled to controls: 0 for no effect and ±100 for the full control effect
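Infected RBCs, 2% Hct / 0.05% parasitemia final; luciferase-reporter P. falciparum; cpd 96 h, 37 C, 5% CO2; luciferase detection reagent; luminescence.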
LmPK inh – inhibitors of Leishmania mexicana pyruvate kinase. Potency, µM (highest dose often 57.5 µM), for inactives: at the top dose activity change, negative = inhibition, usual class: inhibitors. Q27686. hit rate 0.37% among 290,000. purified LmPK, Kinase-Glo ATP luminescence, 1 h; also: potency is read from the fitted curve at half-maximal effect; % is scaled to controls: 0 for no effect and ±100 for the full control effect
Target sequence (Q27686 whole entry, looked up): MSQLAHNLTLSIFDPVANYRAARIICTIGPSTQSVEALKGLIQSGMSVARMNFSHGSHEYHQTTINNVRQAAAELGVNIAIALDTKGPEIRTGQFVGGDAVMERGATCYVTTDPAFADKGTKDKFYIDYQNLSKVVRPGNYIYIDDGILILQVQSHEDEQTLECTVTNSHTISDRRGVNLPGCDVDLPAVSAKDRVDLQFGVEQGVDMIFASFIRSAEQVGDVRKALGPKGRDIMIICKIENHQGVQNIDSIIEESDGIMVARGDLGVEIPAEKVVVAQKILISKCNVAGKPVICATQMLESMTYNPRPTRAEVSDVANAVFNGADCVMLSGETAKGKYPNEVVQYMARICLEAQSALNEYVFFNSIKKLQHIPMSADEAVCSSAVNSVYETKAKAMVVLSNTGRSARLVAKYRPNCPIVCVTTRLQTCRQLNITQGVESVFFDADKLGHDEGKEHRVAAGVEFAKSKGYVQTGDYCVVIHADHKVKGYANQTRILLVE
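0.1 nM LmPK, 0.5 mM PEP, 0.1 mM ADP; 50 mM imidazole pH 7.2, 7 mM MgCl2, 50 mM KCl; 1 h RT. Kinase-Glo luminescence readout, normalized to no-enzyme (full inhibition) and uninhibited wells.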
Pf growth 48h – P. falciparum growth inhibition at 48 hours (one generation) | P. falciparum luciferase growth in erythrocytes, 48 h | Potency, µM (top dose mostly 28.7 µM), for the others: at the top dose activity change, negative = inhibition, actives largely listed as inhibitors | hit rate 5.9% among 310,000 | AID 504832; also: potency is read from the fitted curve at half-maximal effect; % is scaled to controls: 0 for no effect and ±100 for the full control effect
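Luminescence readout; reporter = integrated firefly luciferase in P. falciparum. RBC culture at 2% hematocrit, 0.1% parasitemia final, 37 C/5% CO2; decreased signal taken as growth inhibition.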
Shiga toxin inh – inhibitors of Shiga toxin in Vero cells; inhibition, % at 38.7 µM; hit rate 9.2% among 290,000; Vero cells, Shiga toxin protein synthesis inhibition reporter; in the data active = inhibition mostly above about 28%, no sharp cut-off; inactive = mostly below about 43%; also: 0% is about no effect
Numbers without * were called inactive; ? = inconclusive; · = not tested or not shown; & = joins results of further samples; [ ] = remark or other dose. Unless noted, calls follow the shape of the dose curve; as a rule, active = well fitted curve in the direction sought with a large enough effect; inconclusive = small, poorly fitted or top-dose-only effect, or another doubt; inactive = no such curve, though single readings can be large; an effect the other way counts as inactive or inconclusive.

SMILES	Cycloheximide cs	Tb PYK inh	HCV inhibitor	Pf growth 96h	LmPK inh	Pf growth 48h	Shiga toxin inh
O=c1c2c3c(sc2nc2n1CCC2)CCCCC3	20	-5%	?	51%[activator]	1%	11%	29
CCc1ccccc1N(CC(=O)Nc1cccnc1)S(=O)(=O)c1ccccc1	-1	4%	-1%	?	-2%	?	-13
CCC(OC(=O)c1nsc(Cl)c1Cl)C(=O)NC(C)(C)C (stereo unspecified)	-3	4%	11%	?	-4%	4%	-10
Cn1c(=O)c2sccc2n2c(CCCC(=O)NCc3ccc(F)cc3)nnc12	-2	5%	4%	?	6%	5%	-4
Cc1c(CN2CCCC(C)C2)c(O)n(CCO)c(=O)c1C#N (stereo unspecified)	-5	-4%	3%	38%[activator]	-5%	5%	-13
O=C(Nn1c(O)c(C=C2N=c3ccccc3=N2)sc1=S)c1cccc(Cl)c1	-3	-11%	13%	?	2%	?	-5
CC(C)(C)SCCNS(=O)(=O)c1ccc(F)cc1	-2	1%	-11%	57%[activator]	-1%	·	-15
CCCC(=O)Nc1ccc(C(=O)NCc2ccccc2Cl)cc1	9	-4%	-3%	?	1%	2%	14
O=C(NCc1cccnc1)c1ccc(COc2ccccc2Br)cc1	16	2%	?	8%	0%	-17%[5.75 µM]	45
CN1CCN(NS(=O)(=O)c2ccc(Cl)s2)CC1	13	2%	0%	-9%	8%	16%	-5
Cc1ccc(NC(=O)c2cn(CCC#N)nc2-c2ccc3c(c2)OCCO3)c([N+](=O)[O-])c1	-5	4%	0%	?	1%	2%	-12
C=CCOC(=O)Cn1cnc2c(sc3nc(C)cc(C)c32)c1=O	46*	-12%	-6%	-18%	-2%	?	72*
N#CCSc1ccccc1NC(=O)COC(=O)CCNC(=O)c1ccc([N+](=O)[O-])cc1	·	0%	15%	3%	·	13%	·
O=C1CC(C(=O)Nc2ccc(O)c(C(=O)O)c2)C(c2ccccc2)O1 (stereo unspecified)	-1	-19%	1%	·	4%	0%	-9
Cc1ccc(OCC(=O)Nc2ccccc2Sc2ccc(Cl)cc2)c([N+](=O)[O-])n1	-1	1%	-23%	?	1%	?	4
CCC(=O)N1CCc2cc(S(=O)(=O)NCCC(=O)NCc3ccc(F)cc3)ccc21	3	-2%	-10%	90%[activator]	3%	?	-3
COc1cccc(C(=O)NCC(=O)N/N=C/c2cccc(OC(=O)c3ccc([N+](=O)[O-])cc3)c2)c1	-2	-9%	18%	50%[activator]	-5%	33%[activator]	12
O=C(CCn1cnc2ccccc2c1=O)Nc1cccc(Cl)c1Cl	8	-6%	-3%	12%	1%	18%	-6
CCN(c1ccccc1)S(=O)(=O)c1ccc(F)cc1	6	-3%	10%	-23%	-10%	-16%	-11
CS(=O)(=O)c1cccc(C(=O)Nc2ccccc2Cc2ccccc2)c1	-9	-7%	14%	-3%	1%	1%	-10

Next part, starting with the last four of the part before.
SMILES	Cycloheximide cs	Tb PYK inh	HCV inhibitor	Pf growth 96h	LmPK inh	Pf growth 48h	Shiga toxin inh
COc1cccc(C(=O)NCC(=O)N/N=C/c2cccc(OC(=O)c3ccc([N+](=O)[O-])cc3)c2)c1	-2	-9%	18%	50%[activator]	-5%	33%[activator]	12
O=C(CCn1cnc2ccccc2c1=O)Nc1cccc(Cl)c1Cl	8	-6%	-3%	12%	1%	18%	-6
CCN(c1ccccc1)S(=O)(=O)c1ccc(F)cc1	6	-3%	10%	-23%	-10%	-16%	-11
CS(=O)(=O)c1cccc(C(=O)Nc2ccccc2Cc2ccccc2)c1	-9	-7%	14%	-3%	1%	1%	-10
CCOC(=O)Cc1csc(NC(=S)NC(=O)c2ccc(Cl)cc2)n1	-3	2%	-5%	?	-14%	?	-8
CCOC(=O)c1cnc2c(ccc3ccccc32)c1Cl	21*	-6%	7%	1%	3%	?	121*
COC(=O)c1nc(-c2ccccc2)oc1N(C)C	-2	-1%	11%	2%	-1%	49%[activator]	-8
COc1ccc(-c2onc3ccc(Br)cc23)cc1	-2	-27%	?	-10%	2%	20%	0
CN(C)S(=O)(=O)c1cccc(NC(=O)c2cc3c(=O)n4ccccc4nc3s2)c1	-2	-9%	-6%	?	5%	10%	11
CCC(=O)Nc1nonc1-c1nc2ccccc2n1CCC(C)C	8	3%	?	0%	-2%	104%[activator]	-21
C=CCNc1ncnc2c1ncn2C1OC(CO)C(O)C1O (stereo unspecified)	-3	3%	?	18%	-1%	2%	-12
Nc1ccc(C(=O)Nc2cccc(NC(=O)c3ccc(N)cc3)c2)cc1	2	-4%	10%	?	-1%	23%	-2
NNC(=O)c1ccc2ccccc2n1	5	-4%	18%	65%[activator]	3%	32%[activator]	30
CCC(CC)C(=O)NN(C(=O)c1ccncc1)C1CC(=O)N(c2ccccc2)C1=O (stereo unspecified)	-2	6%	-10%	14%	-1%	10%	-3
COc1ccc(CCNC(=O)C(=O)c2c[nH]c3ccccc23)cc1OC	9	2%	-21%	?	1%	7%	11
CC(C)[C@H](NC(=O)OCc1ccccc1)C(=O)OCC(=O)Nc1ccc(N2CCOCC2)cc1	·	-1%	-20%	31%[activator]	·	8%	·
CC(=O)NC(c1ccco1)c1cc(F)c2cccnc2c1O (stereo unspecified)	·	-12%	·	?	·	4.1µM*	·
Cc1ccc(Cc2nnc3n(-c4cccc(C)c4)nc(C(=O)c4ccccc4)n3c2=O)cc1	-4	·	-20%	3.7µM*	9%	5.2µM*	-4
N#Cc1ccccc1S(=O)(=O)N1CCN(C(=O)CN2CCCC2c2cccs2)CC1 (stereo unspecified)	·	-9%	1%	4.7µM*	·	9.3µM*	·
C/C(=N\Nc1cccc([N+](=O)[O-])c1)c1cc2ccccc2o1	40*	-8%	?	119%[activator]	4%	53%[activator]	44*
COC(CNC(=O)c1cn(C)c2ccc(S(=O)(=O)N(C)C3CCCCC3)cc2c1=O)OC	-6	0%	-12%	?	3%	-16%	-6
CNC(=O)c1ccc(C)c(NC(=O)C2=C(C)OCCS2)c1	-3	4%	6%	-11%	-3%	14%	-15
CC(C)C(=O)NNC(=O)CSc1nnnn1C(C)C	-2	3%	17%	?	0%	21%	7
CCc1ccc(NC(=O)CN(c2cc(C)cc(C)c2)S(=O)(=O)c2c(C)[nH]c(=O)[nH]c2=O)cc1	-2	-26%&8%	6%	?	0%	-14%	-2
c1ccc(-n2ncc3c2ncn2nc(CSc4nc5ccccc5s4)nc32)cc1	23	-4%	11%	8%	5%	-14%	25
Cc1ccc2c(=O)c(C(=O)NCc3cccs3)c[nH]c2c1	23*	-6%	-14%	-29%	-3%	?	51*
Cc1cccc(N(C)c2ccc3cc(S(=O)(=O)N4CCCC4)ccc3n2)c1	-4	-2%&-4%	?	6%	-7%	-1%	19
COc1cc(OC)c(C2CC(=O)N3CN(c4ccc(C)cc4)CSC3=C2C#N)cc1OC (stereo unspecified)	12	1.6µM*	-6%	33%[activator]	8%	37%[activator]	41*
Cc1cccnc1NC(=O)c1c(O)c2ccccc2n(C)c1=O	2	-4%	7%	26%	0%	31%[activator]	-2
CCOC(=O)c1cccc(NC(=O)Nc2ccc(OCC)cc2)c1	39*	0%	?	?	1%	241%[activator]	108*
O=C(NCc1ccc(F)cc1)c1cc(S(=O)(=O)N2CCCCC2)ccc1Cl	·	-19%	0%	36%[activator]	·	0%	·
COc1ccccc1-c1nnc(SC2CCc3ccccc3NC2=O)s1 (stereo unspecified)	-2	-6%	?	-13%	1%	?	30
CCCCN1C(=O)C(=O)N(CC(=O)Nc2sc(CC)cc2C(=O)OCC)C1=O	·	1%	?	-3%	·	6%	·
CCc1ccccc1NC(=O)CN1CCN(C(=O)c2cccc(-n3cnnn3)c2)CC1	·	-3%	11%	?	·	-8%	·
COc1ccc(CNC(=O)CN(C(=O)c2cc3sccc3n2C)C2CCCC2)cc1	2	6%	?	?	-9%	-8%	-1
O=C(CN1C(=O)C(=O)N(C2CCCC2)C1=O)Nc1ccc(OC(F)F)cc1	·	-4%	14%	64%[activator]	·	1%	·
O=C(NCC1CCCN(C(=O)c2cscn2)C1)c1ccccc1Cl (stereo unspecified)	25*	-4%	1%	-18%	-6%	-5%	30*
Cc1cccc(NC(=O)COC(=O)CC2CCCC2)c1C	·	0%	3%	9%	·	25%	·
CCOC(=O)Cn1c(S(=O)(=O)Cc2ccccc2Cl)nc(-c2ccccc2)c1-c1ccccc1	1	-7%	8%	2.6µM*	8%	9.3µM*	8
CN1C(=O)C(=Cc2cn(CC(=O)N3CCCCC3)c3ccccc23)C(=O)N(C)C1=O	-2	0%	18%	6%	1%	23%	-3
O=C(Nc1ccc(Cl)cc1)Nc1cnccn1	27*	6%	18%	-5%	-4%	3%	26
CCNS(=O)(=O)c1ccc(CCC(=O)Nc2cc(Cl)ccc2Oc2ccccc2)cc1	-1	0%	10µM*	8.3µM*	3%	?	-15
CCCCCCCn1c(=O)c(C(=O)Nc2cnccn2)c(O)c2ccccc21	-2	-3%	?	?	2%	?	8
O=C(CSc1nnc(NC(=O)c2ccco2)s1)NC1CCCCC1	-6	-11%	-3%	16%	-1%	·	-17
CC(C)(C)C(=O)[C@@H]1[C@@H]2C(=O)N(C3CCCCC3)C(=O)[C@@H]2[C@H]2c3ccccc3C=CN12	2	·	-5%	15µM*	7%	·	23
COc1ccccc1N1CCN(/N=C/c2cc(Br)ccc2F)CC1	16*	3%	-19%	66%[activator]	0%	21%	22
Cc1cccc(N2CCN(C(=O)Cc3ccc(-n4c(=O)[nH]c5ccsc5c4=O)cc3)CC2C)c1 (stereo unspecified)	-2	1%	-6%	?	2%	1%	-14
COc1ccc(C(=O)OCC(=O)NC2CCCC2)c(OC)c1	17*	2%	-8%	54%[activator]	3%	42%[activator]	31
N=c1n(CC(=O)c2cccc([N+](=O)[O-])c2)c2ccccc2n1Cc1ccccc1	6	-10%	?	15%	-3%	?	15
O=C(Nc1ncc(Cc2cccc(Cl)c2)s1)C1=NCCN1	11	-7%	-23%	?	5%	?	-22
Cc1cc(C)c(C)c(S(=O)(=O)N2CCC(C(=O)Nc3ccccc3N3CCOCC3)CC2)c1C	1	44%[activator]	4%	?	1%	-18%	32
C=CCn1c(SCC(=O)NCc2ccccc2)nnc1-c1cc(Br)ccc1O	-4	0%	-21%	11%	6%	-10%	34
CCC(C)(C)NC(=O)Cc1ccc(Cl)cc1	25*	-9%	11%	19%	4%	39%[activator]	28
CN(C)S(=O)(=O)c1cccc(C(=O)c2nccn2C)c1	3	2%	14%	0%	-2%	4%	-12
COc1ccc(OC)c(NC(=O)CSc2nnc(CNC(=O)c3ccco3)o2)c1	-3	-9%	2%	2.6µM*	5%	·	4
CCCS(=O)(=O)C(=C(Nc1ccccc1)Nc1ccccc1)S(=O)(=O)CCC	-3	7%	11%	·	1%	?	1
CCC1C(C)=NN=C(c2ccc(OC)c(OC)c2)c2cc(OC)c(OC)cc21 (stereo unspecified)	11	0%	·	?	·	?	-8
